# From PubChem
# HIF-2a block: HIF-2a reporter inhibitors, primary screen, luminescence, 786-0 RCC cells | 360,000 tested, 0.72% active | AID 624352, 2012 | 786-0 RCC cells HIF-2a reporter, luciferase luminescence, overnight | inhibition, % at 18.8 µM;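 active = inhibition of the luminescence signal of 40% or more relative to plate controls, in a single-dose primary screen at 18.75 µM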
# NR2E3 ag-1: inhibitors of NR2E3-RetCOR corepressor binding, primary screen, NR2E3 agonist project, biochemical, TR-FRET, GST-NR2E3, biotin-RetCOR; 320,000 tested, 0.12% active; 1536-well; Photoreceptor-specific nuclear receptor (Homo sapiens), Q9Y5X4; AID 2300, 2010; inhibition of corepressor binding, % at 4.78 µM;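 active = percent inhibition above the cutoff of mean plus 3 SD of all tested compounds, set per screening campaign, cut at about 20% in these data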;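 note: 0% = DMSO wells and 100% = biotin wells as full block of FRET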
# Target sequence (Q9Y5X4 whole entry, looked up): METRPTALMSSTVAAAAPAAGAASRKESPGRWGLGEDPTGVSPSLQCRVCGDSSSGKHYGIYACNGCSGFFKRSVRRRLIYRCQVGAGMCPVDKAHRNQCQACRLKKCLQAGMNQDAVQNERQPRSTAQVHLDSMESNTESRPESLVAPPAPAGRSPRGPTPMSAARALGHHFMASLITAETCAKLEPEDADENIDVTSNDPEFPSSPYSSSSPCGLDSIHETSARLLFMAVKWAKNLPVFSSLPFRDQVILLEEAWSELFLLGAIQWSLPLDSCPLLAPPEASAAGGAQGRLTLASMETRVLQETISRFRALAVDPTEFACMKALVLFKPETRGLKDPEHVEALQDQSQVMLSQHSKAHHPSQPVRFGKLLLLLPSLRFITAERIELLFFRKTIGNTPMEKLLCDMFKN
#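 System: GST-tagged NR2E3 plus biotinylated RetCOR corepressor; Amount: 1.35 nM GST-tagged NR2E3 final; Dosing: single nominal compound dose of 4.8 µM; Schedule: 5 h incubation at 4 °C; Technique: TR-FRET with europium anti-GST and streptavidin-D2, 340 nm excitation; Controls: biotin wells as high control, 0.6% DMSO wells as low control.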
# NR2E3 ag-2: NR2E3 agonists in two-hybrid cells, primary screen, cell-based, luminescence, CHO-S, Gal4-NCOR/VP16-NR2E3; 360,000 tested, 0.35% active; Photoreceptor-specific nuclear receptor (Homo sapiens), Q9Y5X4; luciferase; inhibition of corepressor binding, % at 3.98 µM; AID 602229, 2012;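 active = inhibition above the mean of all tested compounds plus 3 SD, cut at about 70% in these data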;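 note: 0% = DMSO with NR2E3 transfected cells and 100% = cells lacking NR2E3 construct; higher means lower luciferase signal from less NR2E3 corepressor binding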
# Peg3 prom inh: Peg3 promoter-driven luciferase inhibitors, primary screen, cell-based, HeLa, luciferase luminescence; 360,000 tested, 1.7% active; HeLa PEG-Prom luciferase reporter, overnight; inhibition, % at 20 µM; AID 588405, 2011;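 active = inhibition of at least 50% at 20 µM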
# EBV LMP1 NFkB: EBV LMP1-driven NF-kappaB luciferase reporter inhibitors, primary screen, cell-based, luminescence, single point; LMP1-induced NF-kappaB luciferase reporter cells; inhibition, % at 12.5 µM; 350,000 tested, 0.69% active; AID 504558, 2011; in the data active = inhibition above about 41%;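 note: 0% = neutral control wells and 100% = reference inhibitor control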
# CF NFkB block: inhibitors of PAF-induced NF-kB signaling, primary screen, cell-based, GFP fluorescence, uHTS; KKLEB NF-kB-GFP reporter, GFP fluorescence overnight; inhibition, % at 5 µM; 360,000 tested, 0.86% active;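 active = at least 50% inhibition at 5 µM, scaled per plate between neutral and stimulator controls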;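 note: PAF is a Pseudomonas aeruginosa culture filtrate used as stimulus; plate controls were PAF-stimulated DMSO wells for no effect and unstimulated DMSO wells for full effect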
# TRAIL sens C8: viability loss with TRAIL in NB7+C8 cells, primary screen, TRAIL sensitizer project, cell-based, ATPlite luminescence | inhibition (viability loss, TRAIL sensitization), % at 10 µM | 360,000 tested, 1% active | AID 624354, 2012;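 active = compounds causing at least 50% loss of cell viability in the single-dose screen, relative to plate controls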
# KKLEB cytotox: cytotoxicity in KKLEB CF airway cells, primary screen, cytotoxicity control for CF NF-kB inhibitor project, cell-based, uHTS, fluorescence assay plates | 360,000 tested, 0.36% active | KKLEB CF airway cells viability, ATPlite luminescence, overnight; hits give low values; cells stimulated with P. aeruginosa culture filtrate | activity change (cytotoxicity), % at 5 µM;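 active = corrected activity change at or below -50% at 5 µM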
# Shn3 inh set2: reduction of Shn3 3'UTR firefly luciferase signal, primary screen, Schnurri-3 inhibitor project, cell-based, Clone20 osteoblasts, set 2 | inhibition, % at 12.5 µM | Clone20 osteoblast Shn3 3'UTR firefly luciferase, 24 h | 360,000 tested, 0.52% active;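 active = mean inhibition of at least 75% with every replicate also reaching 75%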;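 note: 0% = median of neutral control wells and 100% = pilot-screen positive control compound; some compounds past the cut are filed as inactive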
# TRPM1 prom inh: inhibitors of MITF-dependent TRPM1 promoter reporter, primary screen, cell-based, SK-MEL-5, single point, luciferase; SK-MEL-5 TRPM1 promoter luciferase, 24 h; inhibition, % at 12.5 µM; 330,000 tested, 0.83% active; AID 488899, 2010;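 active = mean inhibition across replicates of 60% or more, whatever share of single replicates reaches that level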; note: values of inactives mirror those of a sister screen read the other way
# iPSC survival up: enhancers of single-cell hiPSC survival, primary screen, ATPlite luminescence | survival enhancement, % at 20 µM | 360,000 tested, 0.044% active | 100% = ROCK inhibitor wells, 0% = DMSO | AID 602274, 2012; in the data active = survival enhancement above about 18%;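 note: cells exposed to compounds for 16 hours before the ATP read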
# * hit, by the source's call; x = not tested or not shown. An excerpt (hit frequency here may not be typical).
# Every second line gives: HIF-2a block	NR2E3 ag-1	NR2E3 ag-2	Peg3 prom inh	EBV LMP1 NFkB	CF NFkB block	TRAIL sens C8	KKLEB cytotox	Shn3 inh set2	TRPM1 prom inh	iPSC survival up
CCOc1ccccc1NC(=O)CSc1nnc2c(CC)c(C)nc(N)n12
  12	0	-16	7	4	16	0	2	-10	9	0.1
Cc1ccc(S(=O)(=O)NN2C(=O)c3ccccc3NC2c2ccccn2)cc1 (configuration not stated)
  11	-2	29	3	-23	-7	20	11	-11	7	0.2
Cc1cc(C)c(C2=CSC3=NS(=O)(=O)CCN23)c(C)c1
  10	2	3	1	8	-14	-5	11	-41	4	-0.4
CC(C)NC(=O)Nc1cccc2c1O[C@H](CN(C)S(=O)(=O)c1cccs1)[C@@H](C)CN([C@H](C)CO)C2=O
  13	x	-3	-8	-1	10	-14	-1	2	5	2.1
CC(Oc1ccccc1Cl)C(=O)N(Cc1ccco1)C1CCS(=O)(=O)C1 (configuration not stated)
  8	1	-12	-15	-6	10	-7	-3	7	9	0.4
COc1ccc(OC)c(/C=C/C(=O)OCC(=O)N2CCCCC2)c1
  2	x	0	0	-1	-10	-3	8	5	2	-1.6
O=C(Nc1cccc(Cl)c1)OCCN1CCN(Cc2ccccc2)CCC1=O
  -50	0	12	-2	27	12	6	-8	1	-19	1.0
COC(=O)c1sccc1NC(=O)CC1C(=O)NCCN1C(=O)c1ccc(F)cc1 (configuration not stated)
  18	-1	20	6	-7	-15	2	-12	8	0	0.6
Cc1nn(C)c(C(=O)N/N=C/c2cc3c(cc2Br)OCO3)c1Br
  2	4	-5	1	2	-9	9	6	-5	-6	-0.1
Cc1cccc(N(Cc2ccccc2)C(=O)c2ccccc2F)c1
  -6	-1	-21	5	-3	4	9	-4	5	0	1.4
COc1ccc(NC(=O)CN2CCC(NC(=O)C3CCCCC3)CC2)cc1
  18	-3	3	18	1	-4	-2	-2	-15	6	-1.1
C=CCNC(=O)c1ccccc1NC(=O)c1ccccc1N(C)S(C)(=O)=O
  14	1	-12	8	4	-1	-3	5	-5	2	-0.6
COc1ccc(C(=O)COC(=O)c2cc(=O)[nH]c3ccccc23)c(OC)c1
  -188	4	-4	-285	-25	-6	-4	-7	-58	-95	-0.5
CC1CCN(C(=O)COC(=O)Cc2c[nH]c3ccccc23)CC1
  17	2	-1	7	-7	-14	-16	8	-9	12	-0.4
CCn1c2ccccc2c2nnc(SCC(=O)N3CC(C)OC(C)C3)nc21 (configuration not stated)
  -1	7	-2	0	-2	5	-6	-3	18	7	-0.1
CC(=O)c1ccc(NC(=O)CCNC(=O)c2ccccc2Cl)cc1
  -1	2	10	-19	-1	-7	-13	0	-13	7	-0.2
COC(=O)c1ccc2nc(C)c(C)nc2c1
  -10	1	-16	-18	-24	-3	-3	-3	-4	-11	-4.0
CC(=O)n1nc(-c2ccco2)nc1N
  21	-2	-12	6	1	5	-3	-5	-9	7	-1.0
O=C(NCCO)/C(=C/c1cccc([N+](=O)[O-])c1)NC(=O)c1ccco1
  -1	1	18	-2	1	-5	0	-1	-13	-15	-0.3
O=C(OCC(=O)N1CCNC1=O)c1ccccc1Cl
  -19	x	-40	-58	-12	-4	-11	0	-37	x	2.5
Cc1c(Cl)cccc1N(CC(=O)NC1CCCCC1)S(C)(=O)=O
  6	3	-11	-3	-4	1	5	-22	1	2	0.0
Cc1ccc(CN2CCN(Cc3cccn3-c3ccc(Cl)cn3)CC2CCO)o1 (configuration not stated)
  15	-4	-47	3	-1	-8	-1	9	10	-2	-1.5
O=C(O/N=C1/CCSc2ccccc21)c1ccccc1
  -9	1	-23	-28	8	3	-4	2	-5	-9	-1.3
Cc1c(Cl)cccc1NC(=S)NCc1ccc(Cl)cc1
  25	1	-4	2	-2	-12	-11	3	-5	10	-4.0
COC(=O)C1=[N+]([O-])OC(C(=O)OC)C1c1c[nH]c2ccccc12 (configuration not stated)
  6	0	-17	15	-2	-2	-1	6	-9	12	-2.1
CCCCC(=O)NN(C)c1nc(-c2ccccc2)nnc1C(F)(F)F
  19	0	-11	13	-1	21	44	0	9	-3	11
CCOc1ccc(-c2ccc(SCC(=O)Nc3nnc(CC)s3)nn2)cc1
  -176	-4	-66	-242	2	-3	67*	-25	-29	-69	-0.6
O=C(CNS(=O)(=O)c1cccs1)N1CCN(c2ccccn2)CC1
  -28	2	-25	-21	-1	17	2	0	-14	7	8.5
COc1ccccc1C(=O)Nc1ccnn1C1CCN(Cc2ncc[nH]2)CC1
  7	-1	-13	0	-6	1	-12	-5	7	-13	-0.4
CCOC(=O)CN1C(=O)/C(=C/c2ccc(Cl)cc2)Oc2ccccc21
  -5	1	-4	15	8	1	5	4	-4	-2	-0.5
CCS(=O)(=O)c1ccc2oc(Nc3ccccc3C)nc2c1
  -217	-2	-114	-258	-34	10	-1	0	-94	-82	5.4
COC(=O)[C@H](Cc1ccccc1)NC(=O)[C@@]1(C)C[C@@H]1[C@@H](NC(=O)OCc1ccccc1)c1ccccc1
  17	-1	-53	0	0	-7	3	3	-3	-3	-1.4
COc1cc(OC)c(OC)cc1CNCCSc1nnnn1C
  24	0	6	13	2	-14	-18	-14	12	-3	-0.1
Cc1cc(NC(=O)CCC(=O)N(Cc2ccco2)C2(C(=O)NC3CCCCC3)CCN(C)CC2)no1
  18	1	7	9	-5	11	8	3	0	-13	-2.2
C[C@]12c3[nH]c4ccccc4c3CCN1C(=O)C(CC(=O)NCCN1CCOCC1)C[C@@H]2C(=O)N1CCCCC1 (some centres not stated)
  3	x	-9	-15	7	5	-4	0	6	5	-0.2
CCc1nc(SCc2ccc(F)cc2)[nH]c(=O)c1C#N
  3	-5	17	15	4	6	0	5	21	-1	0.2
O=C(NCCc1ccc(O)c(O)c1)C1COc2ccccc2O1 (configuration not stated)
  10	3	-16	24	-2	14	27	-4	35	8	-0.6
O=C(COC(=O)c1ccc2c(c1)OCO2)NCc1ccc(Cl)cc1
  2	7	-10	2	3	2	-4	2	-6	0	5.2
Cc1cccn2c(=O)c3cc(C#N)c(=N)n(Cc4cccnc4)c3nc12
  12	x	-8	-9	-9	10	-7	-3	8	2	1.0
COc1cc([C@H]2c3[nH]c4ccccc4c3C[C@H]3C(=O)N4[C@@H](c5cc(OC)c(OC)c(OC)c5)c5[nH]c6ccccc6c5C[C@H]4C(=O)N23)cc(OC)c1OC
  52*	2	-38	39	2	39	49	-23	20	x	-2.3
O=C(NNC(=O)C12CC3CC(CC(C3)C1)C2)[C@@H]1C[C@H]1c1ccccc1
  -32	2	-48	-9	-6	9	-4	-2	47	-10	-0.8
COc1cccc(CC2(CO)CCN(CC3=CC[C@H]4C[C@@H]3C4(C)C)CC2)c1
  7	-2	1	19	-4	14	5	-19	3	-18	-1.6
O=C(CSc1n[nH]c(=O)n1-c1ccccc1)Nc1ccccc1C(F)(F)F
  13	1	-18	12	0	-5	-6	21	4	13	0.6
CNc1ccc2ncc(-c3ccc(OC)c(OC)c3)n2n1
  17	x	-20	28	x	76*	-7	-19	29	x	1.3
CCOc1ccc(CCNC(=O)Cn2nc(C)c3c(C)n(-c4ccccc4)nc3c2=O)cc1OCC
  9	0	6	18	0	4	8	8	-35	6	0.5
O=C(c1cc(S(=O)(=O)N2CCCC2)c(Cl)cc1Cl)N1CCCC1
  3	-3	-13	1	-4	5	-6	0	-3	2	-0.3
O=C(N/N=C/c1ccc(OC(=O)c2ccco2)cc1)c1ccncc1
  12	0	-18	-4	-5	10	8	-14	-1	-7	-0.2
O=C1C2C3C=CC(C4CC34)C2C(=O)N1/N=C/c1cccs1 (configuration not stated)
  -55	0	-12	-30	-3	-15	21	0	-7	4	-0.6
CC1C/C(=C\c2cccnc2)C(=O)/C(=C/c2cccnc2)C1 (configuration not stated)
  93*	-2	-16	107*	92*	105*	-39	-96*	71	97*	9.0
CCC(C)C(NC(=O)OC(C)(C)C)C(=O)NC(C)C(N)=O (configuration not stated)
  22	-2	16	-7	-8	-2	-15	6	-1	10	3.1

# Limited to EBV LMP1 NFkB, iPSC survival up and TRPM1 prom inh (2 entries from above):
SMILES	EBV LMP1 NFkB	iPSC survival up	TRPM1 prom inh
CC1C/C(=C\c2cccnc2)C(=O)/C(=C/c2cccnc2)C1 (configuration not stated)	92*	9.0	97*
CCC(C)C(NC(=O)OC(C)(C)C)C(=O)NC(C)C(N)=O (configuration not stated)	-8	3.1	10

# (continued)
# Every second line gives: HIF-2a block	NR2E3 ag-1	NR2E3 ag-2	Peg3 prom inh	EBV LMP1 NFkB	CF NFkB block	TRAIL sens C8	KKLEB cytotox	Shn3 inh set2	TRPM1 prom inh	iPSC survival up
O=C(Nc1ccccc1Cl)Nc1cccc2cccnc12
  -283	4	-103	-242	-18	-7	7	6	-28	-62	-0.8
O=C(NCC1CCCCC1)c1ccc2sc([C@H]3C[C@H](O)[C@@H](CO)O3)nc2c1
  -3	x	-19	-12	x	-4	0	1	-10	x	-0.8
COc1ccc(NC(=O)c2ccc(OCc3c(C)noc3C)c(OC)c2)cn1
  6	-2	15	3	7	12	0	1	3	-4	0.2
COc1ccc(-c2noc(CCC(=O)N3CCN(c4cccc(C)c4C)CC3)n2)cc1
  -20	x	-39	-16	-3	7	1	-2	-3	-6	0.8
COc1cc(NC(=O)Cc2ccc(OC)c(S(=O)(=O)N3CCOCC3)c2)c(OC)cc1Cl
  19	1	-10	-2	0	-19	-11	7	-26	12	-0.7
Cc1cc(OCC(O)CN2CCOCC2)cc(C)c1Cl (configuration not stated)
  21	2	-6	11	4	8	2	-7	-8	1	-0.7
COCCNC(=O)NC(=O)COC(=O)c1cccn1C
  17	2	-14	-7	1	8	0	-10	5	5	1.3
CCC1(c2ccccc2)NC(=O)N(CC(=O)Nc2cc(S(=O)(=O)N3CCOCC3)ccc2OC(C)C)C1=O (configuration not stated)
  24	1	-6	2	2	16	-5	10	11	10	-0.3
CC(CC(=O)N1CCN(S(=O)(=O)c2ccccc2)CC1)n1cncn1 (configuration not stated)
  3	0	-8	-4	-4	-2	-19	5	-28	4	0.3
Cc1nn(CCCC(=O)NCc2ccc(F)cc2)c(C)c1[N+](=O)[O-]
  21	0	-13	0	-7	6	-10	4	6	5	1.1
